# Bioassay records: PubChem, National Center for Advancing Translational Sciences (NCATS)
# TDP43 rescue: TDP-43 toxicity inhibition in yeast; TDP-43 expressing yeast growth rescue, BacTiter-Glo, 24 h; Potency, µM (titrated, usually from 46.1 µM), for the others: top-dose growth rescue (activation), usual class: activators; actives 1.8% (n = 410,000); AID 652104; note: % of control where 0% means no effect; nearly all actives have a fitted effect of over 50% in size
#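 Galactose-induced TDP-43 yeast, OD600=0.02, compound pinned; 24 hr, 30 deg C; BacTiter-Glo luminescence for growth. Inhibitors of TDP-43 toxicity read as activators.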
# GLP1R cytotox: cytotoxicity counter-screen for GLP-1 receptor inverse agonists; actives 0.13% (n = 410,000); Potency, µM (series often up to 38.3 µM), for inactives: top-dose activity change, negative = inhibition, actives largely listed as inhibitors; HEK293 cAMP-luciferase reporter cells, luminescence, 24 h;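 note: loss of luciferase light is scored as toxicity; % is set by controls: 0 for no effect and ±100 for the full control effect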
#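 Compound-treated cells are incubated 24 hr at 37 deg C under 5% CO2 after a 12 hour attachment period, then luciferase detection reagent is added and luminescence is measured following 12 min at room temperature; lowered signal indicates toxicity.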
# GLP-1R inv ag: acts as inverse agonist at human GLP-1 receptor | P43220 | HEK293 GLP-1R CRE-luciferase, luminescence, 24 h; GLP-1R form is constitutively active | Potency, µM (series often up to 38.3 µM), for inactives: top-dose activity change, negative = inhibition, most hits filed as inhibitors | actives 1.6% (n = 410,000) | AID 624417; note: % is set by controls: 0 for no effect and ±100 for the full control effect; nearly all actives have a fitted effect of over 55% in size
# Target sequence (P43220 whole entry, looked up): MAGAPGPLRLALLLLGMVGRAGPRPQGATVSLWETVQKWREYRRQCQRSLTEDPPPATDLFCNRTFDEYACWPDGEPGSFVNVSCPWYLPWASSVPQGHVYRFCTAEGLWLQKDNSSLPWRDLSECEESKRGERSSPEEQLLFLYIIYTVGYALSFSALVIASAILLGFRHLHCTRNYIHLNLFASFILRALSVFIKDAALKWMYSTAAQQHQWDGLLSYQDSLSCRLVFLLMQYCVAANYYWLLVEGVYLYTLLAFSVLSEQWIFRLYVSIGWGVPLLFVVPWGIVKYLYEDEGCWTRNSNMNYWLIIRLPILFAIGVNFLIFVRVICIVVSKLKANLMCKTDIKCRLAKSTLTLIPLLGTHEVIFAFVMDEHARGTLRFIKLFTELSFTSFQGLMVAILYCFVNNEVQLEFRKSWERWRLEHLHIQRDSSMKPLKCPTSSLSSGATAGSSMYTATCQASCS
#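 Assay principle: reduced luminescence from a cAMP-responsive reporter in HEK293 cells co-expressing a constitutively active GLP-1R. Conditions: 24 hr compound incubation, 37 deg C, 5% CO2.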
# HT1080-NT tox: kills 2HG-producing HT-1080-NT fibrosarcoma cells; Potency, µM (series often up to 46.1 µM), for inactives: at the highest dose activity, negative = less viability, most hits filed as cytotoxic; actives 1.6% (n = 360,000); HT-1080-NT fibrosarcoma viability, CellTiter-Glo ATP luminescence, 48 h;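 note: NT is the 2HG producing partner of a matched IDH1 knockdown line; 0% = DMSO-treated cells and -100% = media-only wells without cells; nearly all actives have a fitted effect of over 55% in size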
#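 HT-1080-NT; 750 cells/well; 5% FBS RPMI; 48 h compound, 37 degrees C; CellTiter-Glo luminescence; curve fitting and curve-class assignment.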
# KB-V1 MDR tox: kills drug-selected multidrug resistant KB-V1 cells | Potency, µM (titrated, usually from 46.1 µM), inactives show at the highest dose activity change, negative = cytotoxicity, hits mostly cytotoxic | AID 1347076 | KB-V1 MDR cells viability, CellTiter-Glo, 72 h | actives 3.4% (n = 400,000); note: % is set by controls: 0 for no effect and ±100 for the full control effect; nearly all actives have a fitted effect of over 60% in size
#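 Potencies derive from concentration-effect curves fitted to normalized luminescence (CellTiter-Glo) of KB-V1 cells treated for 72 h at 37 degrees C in phenol-red-free DMEM containing 10% FBS.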
# GLP-1R agonist: agonists of human GLP-1 receptor; P43220; HEK293 GLP-1R CRE-luciferase, luminescence, 4-6 h; cells express a hypersensitive GLP-1R form; Potency, µM (top dose mostly 45.6 µM), for the others: at the top dose activation, usual class: activators; actives 0.007% (n = 380,000); note: % of control where 0% means no effect
# HT1080 IDH1KD tx: toxicity to HT-1080 IDH1 knockdown cells (counter line) | AID 686971 | HT-1080 IDH1 knockdown viability, ATP luminescence, 48 h | Potency, µM (top dose mostly 46.1 µM), for the others: at the top dose activity, negative = toxicity, usual class: cytotoxic | actives 2% (n = 360,000);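 note: 0% = DMSO wells and -100% = cell-free medium wells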
#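 CellTiter-Glo luminescence after 48 h compound exposure at 37 degrees C of IDH1-knockdown HT-1080 cells in 5% FBS RPMI. %Activity scaled between DMSO wells and cell-free media wells, with curves fitted and assigned curve classes.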
# KB-3-1 tox: KB-3-1 parental cell cytotoxicity | KB-3-1 viability, CellTiter-Glo ATP luminescence, 72 h | Potency, µM (titrated, usually from 46.1 µM), for the others: at the highest dose activity change, negative = cytotoxic, actives largely listed as cytotoxic | actives 1.4% (n = 400,000) | AID 1347075; note: % is set by controls: 0 for no effect and ±100 for the full control effect; nearly all actives have a fitted effect of over 60% in size
#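 Parental KB-3-1 viability, qHTS format: 72 h compound exposure, 37 °C; CellTiter-Glo; media-only wells and DMSO plates as controls; concentration-effect fits on corrected data.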
# SW480 rerep: DNA re-replication induction in SW480 cells; SW480 DNA re-replication, Hoechst DNA content imaging, 48 h; actives 1.8% (n = 340,000); Potency, µM (doses to about 46.1 µM), for the others: at the top dose re-replication activation, usual class: activators; note: % of control where 0% means no effect; nearly all actives have a fitted effect of over 55% in size
#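 Cells (250 per well) received 23 nL compound or DMSO by pin tool and were kept 48 hr at 37 C, 5% CO2. Nuclei were then stained with Hoechst for 40 min and scanned for DNA content.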
# Starred values were filed as active, the others as inactive; u = inconclusive; x = no result given; [ ] = dose if it differs, or a comment. Calls come from the whole dose curve; as a rule, active = well fitted curve in the direction sought with a large enough effect; inconclusive = small, poorly fitted or top-dose-only effect, or another doubt; inactive = no such curve, though single readings can be large; an effect the other way counts as inactive or inconclusive. Potency is the fitted concentration of half-maximal effect.
SMILES,TDP43 rescue,GLP1R cytotox,GLP-1R inv ag,HT1080-NT tox,KB-V1 MDR tox,GLP-1R agonist,HT1080 IDH1KD tx,KB-3-1 tox,SW480 rerep
CSCC[C@H](N)C(=O)N1CCC(C(=O)N[C@@H](Cc2c[nH]c3ccccc23)C(=O)O)CC1,0%,-25%,-12%,-4%,3%,-2%,-4%,-6%,-8%
CCCCC(=O)Nc1cc(OC)c(NC(=O)C2CCCCC2)cc1OC,2%,-9%,-5%,5%,-2%,-6%,3%,-20%,-1%
O=C(Cc1n[nH]c(=O)c2ccccc12)N1CCN(c2ccc(F)cc2)CC1,-11%,0%[7.66 µM],-19%[7.66 µM],0%,u,0%,-12%,-13%,-4%
CCc1ccc2[nH]c(=O)c(C3C(C#N)=C(N)Oc4c3ccc3cccnc43)cc2c1 (stereo not given),4%,u,0%,u,2.3µM*,3%,u,u,u
C[C@H](NC(=O)c1ccco1)C(=O)NNC(=O)COc1cccc(C(F)(F)F)c1,5%,0%,-9%,9%,-5%,-6%,10%,0%,-1%
CNc1nc(-c2ccc3c(c2)CCN3C(=O)c2ccccc2C)cs1,-7%[0.397 µM],-2%,14%,-19%,-6%,17%,-6%,u,20%
COC(=O)c1nnn(-c2nonc2N)c1CN1CCCC1,2%,1%,-3%,19%,0%,6%,0%,12%,-4%
CCN1CCCC1CNS(=O)(=O)c1cccc(C(F)(F)F)c1 (stereo not given),3%,3%,-15%,11%,-11%,1%,21%,3%,-1%
COc1ccc(N2C(=O)CC(NCc3ccncc3)C2=O)cc1 (stereo not given),-7%,-13%,-3%,-5%,-1%,-11%,0%,-7%,1%
CC[C@H](C)C(N)c1cn([C@@H](CC(N)=O)C(=O)N2CCNCC2)nn1 (stereo not given in full),10%,5%,15%,24%,6%,-5%,11%,14%,-3%
O=C(/C=C/c1cccs1)N1CCN(Cc2ccc3c(c2)OCO3)CC1,3%,18%,-3%,2%,18µM*,2%,-4%,-23%,-1%
O=C(Nc1ccc(F)cc1)C(c1ccncc1)N1CCN(c2cccc(C(F)(F)F)n2)CC1 (stereo not given),-17%,-8%,u,u,-11%,x,u,11%,x
Cc1cccc(C)c1Nc1n[nH]c(=S)s1,u,2%,4%,3%,13%,0%,13%,u,x
O=C(COC(=O)/C=C/c1ccccc1Cl)NCCNC(=O)COC(=O)/C=C/c1ccccc1Cl,-12%,7%,20%,-12%,-5%,-4%,-1%,7%,-7%
COc1ccc(-c2csc(C3=C(O)CN(Cc4ccc(Cl)cc4)C3=N)n2)cc1OC,-16%,-10%,78%[activator],0%,-10%,5%,u,-12%,-5%
O=C(c1ccco1)N1N=C(c2cccs2)CC1c1ccco1 (stereo not given),0%,1%,-6%,5%,2%,3%,23%,5%,-6%
O=C(NCC(=O)N1CCCCCCC1)c1ccc(Cl)c(Cl)c1,2%,1%,11%,3%,6%,3%,7%,1%,x
O=C(Nc1c(C(=O)N2CCOCC2)cnn1-c1ccccc1Cl)c1ccco1,-19%,3%,0%,-2%,-9%,-13%,1%,0%,-5%
CS(=O)(=O)N1CCN(c2nnc(-c3ccccc3)c3ccccc23)CC1,6%,-7%,2%,0%,-3%,-3%,-9%,-2%,-1%
Cc1ccc(NC(=O)CSc2nnc(Cc3cccn3C)n2-c2ccc(F)cc2)cc1,-8%,-12%,u,-6%,10%,0%,3%,-11%,-4%
COc1cccc(CSc2nnc(-c3ccco3)n2C)c1,u,5%,-4%,18%,-2%,-4%,7%,22%,-7%
COCCC(=O)N1CCC(Oc2ccc(C(=O)N3CCCCCC3)cc2)CC1,9%,-1%,11%,-5%,u,7%,10%,0%,-22%
Cc1ccc(CCC(=O)Nc2ccc(CC(=O)O)cc2)o1,21%,-1%,-7%,12%,0%,-8%,6%,14%,1%
O=C(CSc1nc2ccccc2o1)N1CCN(c2ccc(Cl)cc2)CC1,24%,15%,0%,-6%,-11%,2%,-3%,0%,-1%
COc1ccc(C2/C(=C(/O)c3ccccc3)C(=O)C(=O)N2c2ncccn2)cc1OC (stereo not given),17%,16%,4%,10%,u,-11%,3%,-1%,-7%

# Given as tab-separated lines: 2 of the compounds above
smiles	TDP43 rescue	GLP1R cytotox	GLP-1R inv ag	HT1080-NT tox	KB-V1 MDR tox	GLP-1R agonist	HT1080 IDH1KD tx	KB-3-1 tox	SW480 rerep
Cc1ccc(CCC(=O)Nc2ccc(CC(=O)O)cc2)o1	21%	-1%	-7%	12%	0%	-8%	6%	14%	1%
O=C(CSc1nc2ccccc2o1)N1CCN(c2ccc(Cl)cc2)CC1	24%	15%	0%	-6%	-11%	2%	-3%	0%	-1%

# Exported with values under each structure: part of the list above.
# Values run as follows: TDP43 rescue	GLP1R cytotox	GLP-1R inv ag	HT1080-NT tox	KB-V1 MDR tox	GLP-1R agonist	HT1080 IDH1KD tx	KB-3-1 tox	SW480 rerep
CCN1CCCC1CNS(=O)(=O)c1cccc(C(F)(F)F)c1 (stereo not given)
  3%	3%	-15%	11%	-11%	1%	21%	3%	-1%
COc1ccc(N2C(=O)CC(NCc3ccncc3)C2=O)cc1 (stereo not given)
  -7%	-13%	-3%	-5%	-1%	-11%	0%	-7%	1%
O=C(Nc1ccc(F)cc1)C(c1ccncc1)N1CCN(c2cccc(C(F)(F)F)n2)CC1 (stereo not given)
  -17%	-8%	u	u	-11%	x	u	11%	x
C[C@H](NC(=O)c1ccco1)C(=O)NNC(=O)COc1cccc(C(F)(F)F)c1
  5%	0%	-9%	9%	-5%	-6%	10%	0%	-1%

# Going on with the list:
SMILES,TDP43 rescue,GLP1R cytotox,GLP-1R inv ag,HT1080-NT tox,KB-V1 MDR tox,GLP-1R agonist,HT1080 IDH1KD tx,KB-3-1 tox,SW480 rerep
Cc1ccccc1CCN(CC(=O)NCc1ccc(F)cc1)C(=O)c1csnn1,-8%,-5%,-29%,-19%,u,0%,-2%,-8%,-4%
CCOc1ccc(S(=O)(=O)NC(C)(C)C)cc1-c1nc2c(C(C)(C)C)nn(C)c2c(=O)[nH]1,-18%,-16%,u,u,-3%,9%,u,1%,-1%
O=C(Nc1ccccc1)c1ccccc1OS(=O)(=O)c1ccccc1,22%,-6%,11%,0%,u,-1%,7%,-3%,0%
Cc1ccc(C)c(CNS(=O)(=O)c2c(C(=O)N3CCCC3)c(C)n(C)c2C)c1,-8%,-3%,-9%,10%,1%,8%,11%,-4%,-4%
CSc1nsc(SCC(=O)Nc2ccc(Br)cn2)n1,-3%,1%,u,-8%,7%,-18%,-5%,0%,-2%
Cc1ccccc1-n1ncc(C(C)NS(=O)(=O)c2sccc2C)c1C (stereo not given),6%,-4%,-40%,0%,x,1%,-13%,x,2%
CCOc1ccc(C2C(C(=O)Nc3ccc(F)cc3)=C(C)Nc3nc(CCCO)nn32)cc1 (stereo not given),12%,-9%,11%,-1%,23%,-2%,1%,0%,-2%
COCC(=O)N(Cc1nc2ccccc2c(=O)[nH]1)Cc1cccs1,-3%,-14%,-4%,-2%,21%,-11%,1%,6%,1%
O=C(/C=C(\O)c1ccccc1)C(=O)NNC(=O)c1ccccc1,-37%[inhibitor],-34%,48%[activator],-2%,-6%,0%,0%,-3%,-2%
Cc1nc(NC(=S)NC(=O)c2cncc(Br)c2)ccc1Br,22%,-3%,2%,2%,3.7µM*,3%,4%,u,7%
CC1CCN(Cc2nc3c(c(=O)n(C)c(=O)n3C)n2CCc2ccccc2)CC1,-10%,56%,7%,-1%,u,-3%,1%,-6%,1%
CCc1noc(C)c1C(=O)N1CCN(S(=O)(=O)c2cccc(C(F)(F)F)c2)CC1,16%,-3%,13%,3%,0%,-5%,-2%,8%,-8%
COc1c(Cl)cc(C(=O)N(Cc2ccc(C)o2)C2CCS(=O)(=O)C2)cc1Cl (stereo not given),12%,-1%,-12%,x,10%,x,x,-4%,x
CC(C)(C)NC(=O)CN(Cc1cccs1)C(=O)C1COc2ccccc2O1 (stereo not given),-3%,-16%,u,-1%,-8%,-5%,14%,3%,6%
O=C(CSC1=NS(=O)(=O)c2ccccc2N1)Nc1nccs1,11%,3%,17%,6%,13%,-9%,9%,13%,-9%
O=C1CSC(=S)N1c1ccc(O)cc1,u,-18%,u,u,-6%,-9%,u,10%,2%
O=C(NCc1ccccn1)C1CCCN(S(=O)(=O)c2cccc3nsnc23)C1 (stereo not given),1%,-6%,-8%,6%,9%,-4%,u,19%,-5%[9.22 µM]
CCc1ccc(NC(=O)C(C)OC(=O)C2CCN(c3ccc(C(F)(F)F)cn3)CC2)cc1 (stereo not given),19%,-5%,11%,13%,-18%,-3%,9%,-5%,1%
CCC(=O)N(Cc1ccco1)Cc1cc2cccc(C)c2n2nnnc12,23%,14%,5%,-2%,-26%,2%,-1%,2%,-1%
CCOC(=O)c1ccc(N2C(=O)CC(N3CCN(C(=O)c4ccco4)CC3)C2=O)cc1 (stereo not given),u,1%,1%,6%,16%,-7%,1%,-1%,-9%
CC1(C)C=C(c2ccc(O)cc2)CC(C)(C)N1,6%,-2%,8%,0%,16%,-1%,0%,6%,-1%
COc1ccc(OCC(=O)N/N=C(\C)c2ccc(-n3ccnc3)cc2)cc1,-3%,-7%,14%,10%,5%,-12%,8%,-2%,3%
COc1ccc(C(=O)Nc2ccccc2-c2ccccc2)cc1Cl,7%,-3%,u,-4%,-22%,13%,-2%,-8%,-2%
CC(C)C(NC(=O)c1ccccc1)C(=O)NCC(c1ccccc1)N(C)C (stereo not given),7%,-9%,12%,12%,-27%,4%,8%,23%,-1%
Cc1cc(NC(=O)c2cc(-c3ccccc3Cl)nc3ccccc23)no1,14µM*,4%,u,u,u,8%,-6%,-7%,-5%
CCCCN1CCCCC1(C)C(=O)NCc1ccc2c(c1)OCO2 (stereo not given),4%,16%,18%,15%,-2%,-6%,1%,0%,x
N/C(=N\S(=O)(=O)c1ccc(Cl)cc1)N1CCOCC1,-6%,21%,6%,10%,-1%,2%,6%,-1%,35%
COc1ccc(OC)c(S(=O)(=O)n2nc(C)cc2C)c1,12%,-11%,2%,7%,10%,-2%,-1%,u,-10%
